Screening results: PubChem BioAssay, National Center for Advancing Translational Sciences (NCATS)
Pol beta inh = DNA polymerase beta (human) inhibition | P06746 | Pol beta primer extension/strand displacement, fluorescence kinetic | Potency, µM (titrated, usually from 114 µM), for the others: top-dose activity change, negative = inhibition, most hits filed as inhibitors | 340,000 tested, 1.3% active | AID 485314; also: potency is read from the fitted curve at half-maximal effect; % is scaled to controls: 0 for no effect and ±100 for the full control effect
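Curves were derived by four-parameter Hill fits of normalized qHTS data. The kinetic fluorescent primer-extension read was taken at 0 and 10 min after 50 nM substrate, following a 15 min room-temperature preincubation of 10 nM enzyme with compounds.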
POLH inh = blocks human DNA polymerase eta activity | Q9Y253 | 390,000 tested, 1.2% active | recombinant Pol eta, fluorescent DNA replication assay | Potency, µM (top dose mostly 114 µM), for the others: at the top dose activity change, negative = inhibition, hits mostly inhibitors; also: potency is read from the fitted curve at half-maximal effect; % is scaled to controls: 0 for no effect and ±100 for the full control effect
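Fluorescent replication assay: 50 nM final substrate added after a 15 min room-temperature compound preincubation with 10 nM enzyme. Signal taken at 0 min and again at 10 min.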
Apoferritin bind = binds horse apoferritin like a general anesthetic; P02791; apoferritin/1-aminoanthracene competitive binding, fluorescence; Potency, µM (doses to about 77.5 µM), for the others: at the top dose activity change, negative = displacement, actives largely listed as inhibitors; 350,000 tested, 0.074% active; also: potency is read from the fitted curve at half-maximal effect; % is scaled to controls: 0 for no effect and ±100 for the full control effect; nearly all actives have a fitted effect of over 20% in size
Target sequence (P02791 2-175 limits assumed): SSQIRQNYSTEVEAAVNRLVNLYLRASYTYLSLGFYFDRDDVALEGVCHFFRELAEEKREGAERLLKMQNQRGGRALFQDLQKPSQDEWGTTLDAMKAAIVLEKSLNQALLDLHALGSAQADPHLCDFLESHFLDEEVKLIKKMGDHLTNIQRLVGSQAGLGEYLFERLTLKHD
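Apoferritin-based anesthetic binding model; compound displacement of fluorescent 1-AMA measured as endpoint fluorescence after 10 minutes at room temperature, scaled to free-ligand and complex controls.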
POLI inh = inhibitors of human DNA polymerase iota. Q9UNA4. Pol iota fluorescent replication assay, 10 min. Potency, µM (series often up to 115 µM), for the others: at the highest dose activity, negative = inhibition, actives largely listed as inhibitors. 390,000 tested, 1% active; also: potency is read from the fitted curve at half-maximal effect
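Fluorescent replication assay read twice, at 0 min and 10 min after adding 50 nM (final) substrate. Enzyme (10 nM) and compounds were first incubated 15 min at room temperature; enzyme-free buffer wells were negative controls.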
BLM inh = blocks DNA unwinding by human BLM helicase. P54132. recombinant BLM DNA unwinding, fluorescence dequenching. Potency, µM (doses to about 56.1 µM), without a hit: at the top dose activity change, negative = inhibition, hits mostly inhibitors. 350,000 tested, 0.2% active;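 also: potency is read from the fitted curve at half-maximal effect; plate controls were vehicle for no effect and no enzyme for full effect; nearly all actives have a fitted effect of over 35% in size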
Tb PGK inh = T. brucei PGK inhibition; AID 602233; 380,000 tested, 0.043% active; P07378; Potency, µM (series often up to 57.5 µM), for the others: at the highest dose activity change, negative = inhibition, actives largely listed as inhibitors; PGK/GAPDH coupled, Kinase-Glo luminescence, 60 min; also: potency is read from the fitted curve at half-maximal effect; % is scaled to controls: 0 for no effect and ±100 for the full control effect; nearly all actives have a fitted effect of over 60% in size
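Luminescent ATP detection (Kinase-Glo Plus) follows a 60-minute room-temperature incubation, with wells lacking PGK as controls. Buffer: 100 mM TEA (pH 7.6), 5 mM MgCl2, 0.01% Tween-20. Coupling enzyme GAPDH (100 nM final) supplies unstable 1,3-BPG in-well.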
APEX1 inh = blocks human APE1 abasic DNA cleavage | recombinant APE1, TAMRA/BHQ-2 abasic DNA cleavage fluorescence | 350,000 tested, 0.35% active | Potency, µM (series often up to 65.8 µM), without a hit: at the highest dose activity change, negative = inhibition, hits mostly inhibitors | P27695;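 also: potency is read from the fitted curve at half-maximal effect; plate controls were vehicle for no effect and reference inhibitor for full effect; nearly all actives have a fitted effect of over 55% in size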
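Quantitative HTS: incision of a TAMRA/BHQ-2 double-stranded substrate bearing a tetrahydrofuran abasic site by 0.75 nM APE1 raises fluorescence. Substrate 50 nM final, added after 15 min compound preincubation at room temperature; progress as third-minus-first kinetic read difference.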
POLK inh = DNA polymerase kappa (human) inhibition | Q9UBT6 | purified Pol kappa, fluorescent DNA synthesis assay, 10 min | Potency, µM (doses to about 107 µM), for inactives: at the top dose activity, negative = inhibition, hits mostly inhibitors | 400,000 tested, 0.53% active | AID 588579; also: potency is read from the fitted curve at half-maximal effect; % is scaled to controls: 0 for no effect and ±100 for the full control effect
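Kinetic fluorescence screen: compound preincubated 15 min RT with 10 nM enzyme; 50 nM substrate (final) initiates; reads at 0/10 min.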
RXFP1 antagonist = antagonists of human relaxin receptor RXFP1; Q9HBX9; HEK293-RXFP1, relaxin-stimulated cAMP HTRF, 30 min; stronger effect = lower value; activity change, negative = inhibition, % at 57.5 µM; 350,000 tested, 0.59% active;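 active = activity change of -60% or lower, but not beyond a set lower limit; inconclusive = change between -60% and -40%, or beyond the set limit; inactive = change above -40%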; also: % is scaled to controls: 0 for no effect and ±100 for the full control effect
Target sequence (Q9HBX9 whole entry, looked up): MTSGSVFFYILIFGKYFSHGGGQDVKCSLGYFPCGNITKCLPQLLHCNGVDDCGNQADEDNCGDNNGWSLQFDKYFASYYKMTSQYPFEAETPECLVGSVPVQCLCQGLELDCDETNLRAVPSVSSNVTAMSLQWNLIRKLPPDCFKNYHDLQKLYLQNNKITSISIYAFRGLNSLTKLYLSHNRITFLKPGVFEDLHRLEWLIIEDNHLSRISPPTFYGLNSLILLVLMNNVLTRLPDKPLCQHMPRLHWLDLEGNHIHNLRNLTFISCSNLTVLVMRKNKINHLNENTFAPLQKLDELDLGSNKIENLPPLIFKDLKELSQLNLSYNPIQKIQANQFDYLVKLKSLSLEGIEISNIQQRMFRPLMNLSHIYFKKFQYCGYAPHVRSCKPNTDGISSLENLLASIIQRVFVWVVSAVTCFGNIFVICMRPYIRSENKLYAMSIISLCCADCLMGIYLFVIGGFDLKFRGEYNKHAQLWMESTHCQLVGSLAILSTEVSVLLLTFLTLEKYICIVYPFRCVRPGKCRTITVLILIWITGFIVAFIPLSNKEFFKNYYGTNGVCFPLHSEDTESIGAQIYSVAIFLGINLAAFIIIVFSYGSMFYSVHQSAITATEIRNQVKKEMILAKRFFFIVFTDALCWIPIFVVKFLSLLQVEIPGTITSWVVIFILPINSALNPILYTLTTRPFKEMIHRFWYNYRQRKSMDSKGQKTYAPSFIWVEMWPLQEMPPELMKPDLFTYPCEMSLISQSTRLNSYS
* hit, by the source's call; i = inactive; ? = inconclusive; · = not tested or not shown; [ ] = remark or other dose. Unless noted, calls follow the shape of the dose curve; as a rule, active = well fitted curve in the direction sought with a large enough effect; inconclusive = small, poorly fitted or top-dose-only effect, or another doubt; inactive = no such curve, though single readings can be large; an effect the other way counts as inactive or inconclusive. These rows are one share of the data. The share of hits here may be higher or lower than overall.

mol,Pol beta inh,POLH inh,Apoferritin bind,POLI inh,BLM inh,Tb PGK inh,APEX1 inh,POLK inh,RXFP1 antagonist
COc1ccc([C@]23Cc4cc(OC)c(OC)cc4C(O2)c2c(cc(C)n(Cc4ccccc4)c2=O)O3)cc1,-5.7%[22.9 µM],·,-18.7%[15.3 µM],·,-15.0%[12.4 µM],·,-13.8%[12.4 µM],·,·
COc1ccc(/C=N/N=C2\SCC(=O)N2c2c(C)n(C)n(-c3ccccc3)c2=O)cc1OC,37.3%,-19.2%,-3.6%,16.4%,-0.2%,0.0%,1.7%,-4.2%,2.1
COc1ccccc1CNC(=O)CN(c1cccc([N+](=O)[O-])c1)S(C)(=O)=O,0.4%,-13.0%,-12.2%,12.4%,-4.6%,-6.6%,1.1%,13.0%,-0.6
Cc1cccc(NC(=O)CNC(=O)COc2ccc(-c3ccc(C#N)cc3)cc2)c1C,1.5%,-1.7%,3.2%,135.4%[activator],-5.9%,5.1%,2.4%,-11.2%,-4.0
COc1ccc(C(=O)c2cc([N+](=O)[O-])ccc2N2CCCC2)cc1,18.8%,-5.1%,-22.2%,4.8%,-7.0%,-10.7%,-0.1%,-4.6%,19.9
N#Cc1c(N2CCCCC2)nc(N2CCCCC2)c2c1CCN(Cc1ccccc1)C2,-2.0%,-13.3%,1.3%,13.9%,-0.8%,1.6%,9.7%,3.1%,0.9
O=C(CCCC(=O)N1CCN(c2ccccc2F)CC1)c1ccccc1,16.9%,-13.8%,-22.8%,1.6%,-0.4%,0.4%,-4.4%,2.5%,-1.1
Cc1cc(C)n(-c2ccc(Cl)c(C(=O)O)n2)n1,19.7%,-3.8%,-10.7%,-2.9%,0.2%,-0.3%,0.8%,-8.9%,2.0
CN(C)S(=O)(=O)c1ccc(Cl)c(NC(=O)COC(=O)CCC2CCCCC2)c1,·,-9.8%,·,2.2%,·,-3.9%,?,-10.7%,-14.5
Cc1ccc(S(=O)(=O)NCC(=O)N(CC(=O)NCc2ccco2)Cc2ccccc2)cc1,27.4%,-19.9%,-11.3%,37.0%[activator],-3.8%,i,11.5%,-4.4%,0.1

mol,Pol beta inh,POLH inh,Apoferritin bind,POLI inh,BLM inh,Tb PGK inh,APEX1 inh,POLK inh,RXFP1 antagonist
CCN(CC)C(=S)Nc1ccc(OC(F)F)cc1,15.8%,-20.0%,-20.1%,98.6%[activator],-11.2%,1.7%,0.2%,-5.1%,-8.4
Cc1ccc2nc(-c3ccc(NC(=O)COc4ccccc4)cc3)sc2c1,3.3%,12.4%,-6.9%,-3.0%,-4.3%,1.3%,·,-3.3%,-4.2
NC(=O)[C@@H]1CC2(CC(c3cccc(NC(=O)CC(c4ccccc4)c4ccccc4)c3)=NO2)CN1C(=O)[C@@H]1CCC(=O)N1 (stereo partly drawn),-19.6%,3.0%,1.0%,-3.2%,-1.0%,-12.3%,-1.9%,11.2%,·
Cc1ccc2nc(-c3cccc(S(=O)(=O)N4CCCC4)c3)cn2c1,-1.7%,-8.0%,-4.2%,36.3%[activator],1.3%,-3.9%,-6.8%,4.7%,-1.9
Cc1cccc2cc3cccc(C)c3nc12,?,-5.5%,22.7%,-14.9%,1.6%,i,-3.2%,-20.1%,5.9
Cc1ccc(S(=O)(=O)Nc2ccc(C(=O)Nc3cc(C)on3)cc2)cc1,78.3%,-6.7%,-1.9%,7.0%,-10.2%,-1.7%,-4.6%,-13.1%,15.5
CCOc1ccccc1N(CC(=O)NC(C)(C)C)C(=O)CCC(=O)Nc1nccs1,8.4%,-8.3%,-9.6%,-0.8%,-1.4%,-9.8%,11.3%,8.5%,-7.1
CCN=C1SC(CC(=O)NC(N)=O)C(=O)N1CC (stereo not drawn),10.7%,-16.5%,1.9%,12.7%,0.2%,-9.2%,-0.8%,-0.8%,-9.5
CCOc1ccc(S(=O)(=O)N2CCN(Cc3ccc4c(c3)OCO4)CC2)cc1C,4.2%,-8.8%,6.0%,30.0%[activator],-6.8%,i,1.0%,-1.3%,-0.8
COc1ccc(CN2CCN(C(=O)c3ccc(-c4ccccc4)cc3)CC2)c(OC)c1OC,40.4%,-25.6%,-1.5%,50.6%[activator],-9.0%,9.7%,-4.4%,0.3%,9.2

mol,Pol beta inh,POLH inh,Apoferritin bind,POLI inh,BLM inh,Tb PGK inh,APEX1 inh,POLK inh,RXFP1 antagonist
O=C(/C=C/c1ccncc1)c1cc(Cl)ccc1O,-25.6%,-10.4%,33.8%[activator],-16.9%,-8.0%,-5.2%,53.9%[activator],-8.1%,-21.8
O=C(N[C@H](Cc1ccc(Cl)cc1)C(=O)O)OCC1c2ccccc2-c2ccccc21,13.2%,-8.0%,-11.7%,?,0.8%,-18.6%,7.4%,6.3%,·
Cn1nc(OCCOc2ccccc2)ccc1=O,6.5%,-10.4%,-14.3%,-3.9%,3.0%,-5.3%,-2.7%,-0.5%,-13.9
CCC(=O)N1CCc2cc(Br)cc(S(=O)(=O)CCC(=O)NCCc3cccc(C)c3)c21,-1.1%,-4.6%,-0.9%,0.6%,3.1%,i,·,-11.8%[60.1 µM],-23.6
CC1CCN(CC(=O)NC2CCCCC2)CC1,-0.7%,9.6%,-7.7%,80.3%[activator],-2.4%,1.7%,17.8%,-14.0%,-5.7
CCOC(=O)c1[nH]cnc1C(=O)Nc1ccccc1OC,-1.1%,-13.8%,-5.9%,148.9%[activator],-7.0%,-5.7%,-1.2%,-21.4%,-0.3
CC(C)N(C(=O)N1CCC(c2nc(-c3ccncc3)no2)CC1)C(C)C,-1.2%,-8.1%,-11.7%,12.6%,-5.0%,7.0%,3.1%,-1.8%,-23.7
CC(C)c1ccc(NC(=O)CCNS(=O)(=O)c2ccc3c(c2)oc(=O)n3C)cc1,-21.8%,-18.5%,-1.5%,38.0%[activator],-1.9%,i,·,-10.1%,1.6
Cc1cccc(-n2c(-c3ccccc3)cn3c4c(=O)[nH]c(=O)n(C)c4nc23)c1,-1.3%,-3.1%,-14.3%,36.7%[activator],-1.9%,-4.1%,·,5.1%,·
CCOC(=O)CNC(c1ccccc1)c1cc(Br)ccc1NC(=O)c1cccc(Cl)c1 (stereo not drawn),-0.5%,·,0.7%,10.5%,-8.3%,·,·,-9.6%,-9.2

mol,Pol beta inh,POLH inh,Apoferritin bind,POLI inh,BLM inh,Tb PGK inh,APEX1 inh,POLK inh,RXFP1 antagonist
CCCn1c(NC(=S)Nc2ccccc2)nc2ccccc21,-23.4%,-5.4%,-17.1%,9.2%,5.1%,7.2%,14.4%,-15.2%,19.4
O=c1c2ccccc2nnn1CSc1nnc(-c2cccc(S(=O)(=O)N3CCCCC3)c2)o1,3.7%,-12.9%,-7.1%,6.8%,1.0%,i,-4.6%,-5.5%,-1.3
CCN1C(=O)C(CC(=O)Nc2ccc(OC)cc2)N(CCCN2CCN(c3ccc(OC)cc3)CC2)C1=S (stereo not drawn),28.0%,-11.2%,-16.9%,-9.9%,-5.3%,7.0%,-1.3%,-16.1%,-16.0
CCCN(Cc1cc2cc(C)ccc2[nH]c1=O)C(=O)c1ccccn1,-1.8%,-37.5%,-0.9%,26.5%,0.7%,6.6%,3.4%,1.9%,2.2
CC(NC(=O)CCc1c[nH]c2ccccc12)c1ccccc1 (stereo not drawn),17.4%,-10.2%,-4.5%,5.7%,-0.3%,-3.2%,11.6%,-3.8%,4.0
CCc1ccc(NC(=O)CC2NCCNC2=O)cc1 (stereo not drawn),0.5%,-2.8%,-6.4%,0.3%,-4.1%,-0.6%,3.3%,-0.1%,-1.8
CCOc1cc(OCC)cc(C(=O)NC(=S)Nc2cccc(C(F)(F)F)c2)c1,?,-17.1%,-9.6%,21.3%,-8.8%,-7.5%,1.0%,-13.3%,-6.2
N#CCCn1nc(Cc2cccc3ccccc23)c(C#N)c1N,·,-9.3%,·,15.5%,·,-9.5%,·,-0.9%,·
CN(CC(=O)Nc1ccc(Cl)cc1)C(=O)CNC(=O)c1ccc2ccccc2c1,8.1%,?,-23.3%,14.2%,-2.9%,-0.7%,10.9%,-23.5%,-14.2
Cc1ccnc(NC(=O)CCC(=O)N(CC(=O)NCc2ccc(F)cc2)c2cccc(F)c2)c1,83.5%,-5.2%,-6.6%,57.7%[activator],0.2%,-1.9%,14.2%[12.4 µM],3.2%,-11.7

mol,Pol beta inh,POLH inh,Apoferritin bind,POLI inh,BLM inh,Tb PGK inh,APEX1 inh,POLK inh,RXFP1 antagonist
COc1ccc(CN(C)CC(O)COC(c2ccc(OC)cc2)c2ccc(OC)cc2)cc1 (stereo not drawn),?,-15.4%,-10.9%,17.5%,2.5%,i,-16.5%,4.6%,?
O=C(CN1CCN(c2ccccc2)CC1)Nc1scc2c1c(=O)oc1ccccc12,-26.4%,-7.4%,6.4%,20.1%,-6.8%,i,-4.7%,14.9%,-1.8
COc1ccc(S(=O)(=O)N(C)C[C@H]2Oc3ccc(NC(=O)c4ccncc4)cc3C(=O)N([C@H](C)CO)C[C@@H]2C)cc1,·,-10.3%,·,25.2%,·,-3.6%,-4.2%,11.3%,·
CC1CC(C)(C)NC(=S)N1CC(=O)NCc1ccccc1Cl (stereo not drawn),-2.1%,-15.5%,-12.4%,-18.7%,0.4%,i,1.7%,-3.1%,0.9
CCn1c(C)nc2cc(C(=O)NNC(=O)CN(C)S(=O)(=O)c3ccc(NC(C)=O)cc3)ccc21,·,-17.5%,·,38.3%[activator],·,-7.6%,2.7%,-3.2%,-6.3
CC(=O)Nc1ccc(S(=O)(=O)Nc2nc3ccccc3nc2Nc2cccc(S(N)(=O)=O)c2)cc1,-25.4%,-7.5%,1.4%,26.0%,0.4%,-19.6%,-3.2%,-5.4%,-8.2
CCS(=O)(=O)N1CCCc2cc(C(=O)Nc3cc([N+](=O)[O-])ccc3C)ccc21,-1.3%,-8.1%,0.7%,-19.9%,-9.2%,14.2%,·,-13.9%,·
O=C(NCc1ccccc1F)C(=O)NCC(c1ccc2c(c1)OCO2)N1CCOCC1 (stereo not drawn),9.1%,?,5.3%,29.5%,2.3%,-4.8%,·,-3.6%[60.1 µM],0.5
